# Bioassay records as filed in PubChem BioAssay.
# HIV fusion peptide: inhibitors of HIV fusion peptide binding, primary screen, biochemical, uHTS, fluorescence dequenching (AID 1986) | cell-free peptide binding, fluorescence dequenching, 30 min; higher % means a stronger effect | inhibition, % at 20 µM; hits with a dose series show IC50 in µM | hit rate 0.3% among 290,000; in the data active = inhibition mostly above about 52%, no sharp cut-off; inactive = mostly below about 76%; also: some results filed as inactive read as strong as hits
# RSV antiviral HEp-2: inhibition of RSV-induced cytopathic effect – HEp-2 cells, primary 10 µM value included (AID 2391). HEp-2 cells, RSV-induced CPE inhibition; higher % means a stronger effect. one-dose CPE inhibition, % at 10 µM; IC50 in µM for titrated hits. hit rate 0.13% among 310,000; in the data active = a potency from the dose series; inconclusive = CPE inhibition mostly from about 23% at the one dose, without a potency; inactive = the rest, 99 in 100 with CPE inhibition below about 21%; also: strong numbers were not always called active
# GPR55 LPI antagonism: GPR55 antagonists blocking LPI-driven arrestin recruitment, primary screen, imaging, U2OS, beta-arrestin-GFP, LPI agonist (AID 2013); hit rate 0.13% among 290,000; one-dose inhibition, % at 10 µM; IC50 in µM for titrated hits; U2OS GPR55 beta-arrestin-GFP translocation imaging, LPI antagonism; higher % means a stronger effect;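 active = spots per cell inhibited over 60%, with over 100 cells counted and total cytoplasm intensity under 500,000; inconclusive = wells with under 100 cells, flagged as likely toxic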;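 also: U2OS cells stably carrying GPR55 and arrestin-GFP stimulated by 5 µM LPI near EC80; imaged beta-arrestin-GFP aggregate spots per cell after agonist stimulation; plate controls were LPI-stimulated DMSO wells for no effect and DMSO wells without LPI for full effect; some results filed as inactive read as strong as hits; confirmed hits need IC50 under 10 µM and bright autofluorescent wells are also inconclusive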
# UTI89 phage lysis: inhibition of K1F phage lysis, E. coli UTI89, bacterial capsule biogenesis inhibitors, alamar blue (AID 488966); E. coli UTI89 K1F phage lysis, alamar blue, 2 h; higher % means a stronger effect; inhibition, % at 100 µM, or IC50 in µM where a hit was titrated; hit rate 0.02% among 340,000;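 active = phage lysis inhibition, versus mean bacterial control, above a set limit; inconclusive = no clear call, values can overlap the other calls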;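 also: capsule biogenesis inhibitors block K1F phage lysis so surviving cells raise fluorescence; higher fluorescence means more inhibition of phage lysis; actives were called in the ten point dose series up to 300 µM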
# NS5 inhibitors: Dengue-2 NS5 methyltransferase inhibitors, primary screen, biochemical, confirmation dose response (AID 588689); Dengue-2 NS5 methyltransferase capping enzyme assay, biochemical; higher % means a stronger effect; inhibition, % at 25 µM; hits with a dose series show IC50 in µM; hit rate 0.3% among 340,000; in the data active = a potency from the dose series; inconclusive = inhibition above about 29% without an active follow-up result
# GPR35 antagonists: inhibition of zaprinast-stimulated GPR35 beta-arrestin translocation – imaging, U2OS, beta-arrestin-GFP, zaprinast agonist, primary screen (AID 2058). U2OS GPR35 beta-arrestin-GFP translocation imaging, zaprinast antagonism; higher % means a stronger effect. hit rate 0.052% among 290,000. inhibition, % at 10 µM, or IC50 in µM where a hit was titrated;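 active = inhibition of at least 50% with at least 30 cells and total cytoplasm GFP at most 10,000,000; inconclusive = under 30 cells or total GFP of 10,000,000 plus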
# Salmonella PhoP GFP: inhibitors of PhoP regulon expression, primary screen, Salmonella Typhimurium, GFP reporter (AID 1863); S. Typhimurium PhoP-regulated promoter GFP reporter, 4 h; higher % means a stronger effect; one-dose inhibition, % at 50 µM; IC50 in µM for titrated hits; hit rate 0.16% among 300,000;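 active = inhibition over 29.93%, a cutoff 3 SD above the screen mean, later confirmed by dose response; inconclusive = inhibition over 29.93% but no dose response follow-up; inactive = inhibition at most 29.93% or unconfirmed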;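 also: 0% = low Mg2+ inducing control and 100% = high Mg2+ repressing control; strong numbers were not always called active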
# Rac1 GTP hydrolysis: MgcRacGAP GTPase-activating activity inhibitors, confirmation, biochemical, ADP Hunter fluorescence | MgcRacGAP-stimulated Rac1 GTP hydrolysis, ADP Hunter fluorescence; higher % means a stronger effect; GST-tagged Rac1 F28L mutant substrate | inhibition, % at 30 µM; hits with a dose series show IC50 in µM | hit rate 0.6% among 340,000 | AID 624330;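 active = first-screen hits whose inhibition reached a set limit at any dose in the follow-up dose series; inconclusive = inhibition above the set first-screen limit but never retested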;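 also: fluorescence reports GDP produced by GAP-driven GTP hydrolysis; strong numbers were not always called active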
# SV40 large T antigen: TAg ATPase/helicase activity blockers – biochemical (AID 1903) | one-dose inhibition, % at 20 µM; IC50 in µM for titrated hits | SV40 large T antigen ATPase/helicase inhibition assay; higher % means a stronger effect | hit rate 0.39% among 310,000; in the data active = a potency from the dose series; inconclusive = inhibition mostly from about 32% at the one dose, without a potency; inactive = the rest, 99 in 100 with inhibition below about 32%; also: strong numbers were not always called active
# Active calls of the source: *; ? = inconclusive; · = not tested or not shown; [ ] = remark or other dose.
# Every second line gives: HIV fusion peptide	RSV antiviral HEp-2	GPR55 LPI antagonism	UTI89 phage lysis	NS5 inhibitors	GPR35 antagonists	Salmonella PhoP GFP	Rac1 GTP hydrolysis	SV40 large T antigen
CC1CCCC(C)N1/N=C/c1ccc(O)cc1 (configuration not stated)
 : -1.6%	2.5%	5.6%	-0.1%	0.7%	1.7%	-3.4%	21.4%	21.1%
O=C(O)CCCCCNc1ncnc2ccc(Br)cc12
 : -1.2%	-0.6%	12.9%	-1.9%	-11.1%	6.6%	-6.7%	0.2%	11.9%
CCC(=O)N(C(=O)CC)N1CCN(c2ccncc2S(=O)(=O)N2CCCCC2)CC1
 : 0.8%	2.5%	27.0%	0.7%	-2.9%	0.2%	0.7%	5.3%	10.5%
O=C1c2cccc3cccc(c23)C(=O)N1c1nncs1
 : 4.6%	1.2%	-14.2%	2.6%	-2.1%	-11.7%	7.6%	5.5%	10.7%
O=C(NC(=O)c1ccccc1)NC(=O)c1ccccc1
 : -2.0%	-0.3%	-7.3%	-0.1%	0.7%	0.9%	1.2%	10.2%	-0.7%
Cc1cc(S(=O)(=O)Nc2c(C)nc3nc[nH]n3c2=O)ccc1F
 : 0.2%	0.3%	10.6%	1.8%	-5.2%	23.6%	-3.0%	5.5%	60.3%
N=c1oc2cc(O)ccc2cc1C(=O)Nc1ccc(Cl)cc1
 : 7.5%	?	-4.2%	-0.2%	-3.9%	-15.5%	2.9%	-5.7%	3.8%
COCCn1c(SCc2ccc(C(=O)OC)o2)nc2ccccc2c1=O
 : -0.9%	2.5%	-25.6%	6.9%	0.0%	-10.7%	1.1%	3.5%	7.6%
C#Cc1cccc(-n2nnc(C(=O)OC)c2-c2ccccc2)c1
 : 0.5%	0.8%	-12.9%	0.0%	0.0%	-1.5%	3.9%	0.5%	-4.4%
CCCCC(=O)Nc1cc(C)c2c(=O)oc3ccccc3c2n1
 : 2.8%	2.0%	-10.2%	0.8%	0.0%	-8.6%	-9.8%	3.4%	10.3%
O=C(CCC1CCCC1)N1CCN(C(=O)C2CC2)CC1
 : -2.3%	2.2%	10.2%	4.6%	0.8%	12.7%	-11.0%	-4.3%	-0.2%
CCOc1cc(C(=O)N(C)Cc2cc3ccccc3[nH]c2=O)cc(OCC)c1OCC
 : 0.6%	1.1%	6.2%	0.1%	2.7%	-7.1%	-8.1%	7.2%	11.8%
COc1ccnc(Oc2ccccc2)c1C(=O)N/C=N/OCc1ccccc1F
 : 0.2%	2.1%	15.6%	-0.5%	-7.4%	-17.7%	-0.9%	3.4%	-1.8%
COc1ccc(C(=O)NCC(=O)N2CCCC(C)C2)cc1OC (configuration not stated)
 : -0.9%	3.0%	9.1%	0.4%	-7.5%	-2.5%	-3.8%	-0.6%	10.2%
O=[N+]([O-])c1ccccc1/C=N/Nc1nc(N2CCCC2)nc(N2CCCC2)n1
 : -1.1%	1.1%	14.5%	0.3%	-6.1%	-10.8%	-2.8%	3.0%	10.3%
COc1ccc(NC(=O)CSc2nc3c(c(-c4cccs4)c2C#N)CN(C)CC3)cc1OC
 : 13.7%	-0.2%	-2.2%	-0.3%	?	-3.9%	8.6%	-10.2%	14.6%
Cc1cc2c(c(=O)n1C1CC1)C(c1cccc(Cl)c1)C(C#N)=C(N)O2 (configuration not stated)
 : 9.8%	1.1%	3.4%	0.3%	-12.9%	10.5%	-7.0%	9.6%	8.9%
Cc1ccc(NC(=O)CN2C(=O)NC(C)(C3CC3)C2=O)cc1S(=O)(=O)N1CCCCC1 (configuration not stated)
 : ·	1.2%	·	0.3%[50 µM]	-3.7%	·	·	7.0%	·
COc1ccc(C(C(=O)NCC2CCCO2)N(Cc2ccc(F)cc2)C(=O)CNC(=O)c2ccco2)cc1OC (configuration not stated)
 : -0.5%	0.8%	3.4%	-0.1%	0.8%	1.4%	1.7%	3.2%	3.4%
O=C(NCc1ccccc1)c1onc(CSc2ccccn2)c1C(=O)NCc1ccccc1
 : -0.5%	-1.5%	10.4%	2.5%	-6.5%	-12.2%	3.7%	6.5%	9.1%
COc1ccc(-c2noc(COc3ccc(Cl)c(C)c3)n2)cc1
 : -0.4%	2.4%	2.9%	-0.4%	-2.8%	2.9%	-2.4%	-2.2%	1.4%
FC(F)(F)c1cc(-c2ccco2)nc(-n2nnc3ccccc32)n1
 : -1.5%	0.2%	-18.4%	2.2%	0.7%	-17.8%	-5.3%	10.2%	-4.1%
O=C(C1=NNCC1c1ccc(Cl)cc1)C1CO1 (configuration not stated)
 : 1.0%	·	7.3%	0.8%	-4.5%	-11.7%	20.6%	4.4%	12.6%
CCOc1ccc(C2c3c(oc4ccccc4c3=O)C(=O)N2CCCN2CCOCC2)cc1OCC (configuration not stated)
 : 1.3%	2.5%	4.3%	6.4%	-9.4%	3.3%	-16.5%	8.2%	17.1%
COc1ccc(/C=N/NC(=O)CCn2nc(C)cc2C)cc1O
 : -2.3%	-0.4%	2.7%	0.4%	-4.6%	-0.8%	-10.2%	26.5%	32.7%
C=CCSc1nc2c(c(=O)[nH]c(=O)n2C)n1C(C)C
 : -0.6%	1.4%	-6.0%	0.2%	·	-1.4%	-1.5%	16.2%	11.6%
Cc1ccc(OCCNC(=O)c2ccc3ccccc3n2)cc1
 : -1.5%	8.6%	8.9%	0.6%	-16.9%	-6.9%	-1.9%	3.3%	4.2%
COCCNCC(=O)N1CCCCCC1
 : -0.4%	0.3%	16.5%	0.2%	-5.3%	1.7%	7.9%	21.1%	4.8%
O=C(N/N=C/c1sc(=O)[nH]c1-[n+]1ccc2ccccc2c1)c1ccccc1[O-]
 : 47.9%	-0.1%	6.3%	0.2%	-8.5%	-1.6%	-6.0%	9.9%	24.0%
Cn1cc(S(=O)(=O)Nc2ccc3c(c2)OCCO3)cn1
 : -1.3%	-1.3%	3.1%	1.1%	0.0%	-25.5%	-12.3%	4.8%	6.3%
C=CCNc1nc(-c2ccc([N+](=O)[O-])cc2)cs1
 : 2.4%	13.6%	0.4%	-9.9%	-2.9%	-2.4%	4.8%	-4.1%	11.7%
CCN1C(=O)[C@H]2[C@@H](c3ccc(OC)cc3)N3C(=O)CN(CCOC)C(=O)[C@@]3(C)[C@H]2C1=O
 : -0.3%	1.7%	1.1%	2.8%	4.0%	-3.8%	-8.0%	3.8%	24.6%
COc1ccccc1CNC(=O)CN1C(=O)C(C)N(c2ccc(C)cc2)C1=O (configuration not stated)
 : 0.1%	4.5%	-4.3%	0.1%	-6.4%	4.8%	22.2%	5.8%	0.8%
CON/C=C(\C=Nc1ccccc1)c1ncc(C(F)(F)F)cc1Cl
 : -2.9%	2.2%	6.5%	0.4%	-2.0%	11.4%	19.1%	6.8%	9.0%
CC(C)(C)n1nnnc1C(c1cccc(C#N)c1)N1CCCc2ccccc21 (configuration not stated)
 : -0.9%	3.6%	11.3%	0.5%	-2.8%	3.4%	-1.9%	-1.1%	-3.6%
O=C(NCc1ccccc1)N1CCN(CCO)CC1
 : ·	1.2%	·	-0.8%	-13.5%	·	-4.4%	3.9%	15.0%
CC1(NC(=O)CN2CCN(c3cnn(-c4ccccc4)c(=O)c3Cl)CC2)CCS(=O)(=O)C1 (configuration not stated)
 : ·	-0.1%	·	0.4%[50 µM]	-11.4%	·	·	0.4%	·
CCc1ccc(NC(=O)C(C)n2nc(C)c([N+](=O)[O-])c2C)cc1 (configuration not stated)
 : -1.3%	4.9%	-6.8%	-1.3%	4.5%	-2.0%	5.8%	-5.9%	10.1%
c1ccc(-c2ccc(C3=Nn4c(nnc4-c4cc(-c5ccccc5)n[nH]4)SC3)cc2)cc1
 : 2.1%	4.0%	21.3%	2.5%	-7.5%	6.6%	-6.0%	-6.5%	13.8%
CCc1cc(-c2nnc(SCC(=O)NC3CC3)n2C)cs1
 : 0.9%	1.6%	18.5%	-0.1%	-6.0%	14.8%	-0.3%	-1.4%	3.8%
N#Cc1ccccc1CSc1nc(N2CCCCC2)nc(N2CCCCC2)n1
 : -0.3%	19.7%	11.1%	1.8%	-5.4%	21.7%	-1.9%	3.8%	3.0%
CCCC1CC(C(=O)Nc2ccccc2)C(=O)O1 (configuration not stated)
 : ·	1.9%	·	1.2%	4.6%	·	·	5.6%	9.5%
Cn1c(=O)c2c(-c3ccccc3)n(Cc3ccccn3)cc2n(C)c1=O
 : 1.7%	2.3%	18.5%	-0.2%	-2.1%	3.2%	-10.3%	11.0%	9.0%
Cc1noc(C)c1COc1cccc(C(=O)N2CCc3ccccc32)c1
 : -0.4%	11.8%	11.2%	-0.1%	-2.2%	-17.2%	-2.8%	4.6%	6.3%
Cn1cc([N+](=O)[O-])c(C(=O)NC2CCCCCCC2)n1
 : -1.7%	0.7%	11.6%	0.4%	-11.4%	-7.7%	7.3%	1.9%	11.7%
Cc1cc(NC(=O)C2CCCCC2)ncc1NC(=O)c1ccccn1
 : 0.2%	0.4%	6.7%	-0.4%	-0.9%	2.6%	12.2%	-3.0%	2.1%
O=C(NCc1cccnc1)C1CCCN1S(=O)(=O)c1ccc(Cl)cc1 (configuration not stated)
 : 2.7%	0.5%	0.8%	-2.6%	-1.2%	4.2%	9.1%	-16.9%	5.5%
CC(C)c1cc(C(=O)N/N=C/c2ccoc2)cs1
 : 4.9%	3.1%	9.5%	0.5%[50 µM]	-3.9%	12.2%	-5.2%	8.0%	11.3%
Cc1nc(NCCc2ccc(S(N)(=O)=O)cc2)c2c3c(sc2n1)CCC3
 : 5.7%	0.5%	1.5%	-1.5%	-21.1%	-5.0%	1.5%	-0.8%	5.0%
CC1=C(C(=O)OCC(C)C)C2(O)C(=O)c3ccccc3C2(O)N1 (configuration not stated)
 : 1.9%	4.0%	-5.0%	1.9%	0.7%	0.2%	-3.3%	5.6%	8.8%
CC(C)c1nc2c([nH]1)c(=O)n(C)c(=O)n2C
 : 0.9%	-0.1%	7.9%	0.3%	0.0%	8.1%	6.0%	5.3%	-1.0%
CN1CCN(C(=O)COCc2cc(-c3ccc4c(c3)OCO4)on2)CC1
 : 0.0%	0.0%	-7.1%	0.5%	-5.4%	-7.3%	-7.3%	5.7%	2.3%
